Source: PubChem
TGFb SMAD3 inh – qHTS for Inhibitors of TGF-b; HepG2 CAGA-GFP TGF-b/SMAD3 reporter, GFP fluorescence, 18 h; TGF-beta stimulated, 500 pg/mL final; Potency, µM (series often up to 46.1 µM), for the others: top-dose activity, negative = inhibition, actives largely listed as inhibitors; 410,000 tested, 1.2% active; AID 588855, 2011; active = well fitted inhibition curve with a large enough effect; inconclusive = small, poorly fitted or top-dose-only effect; inactive = no such curve, though single readings can be large or run the other way; also: nearly all actives have a fitted effect of over 65% in size
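Inhibition of TGF-beta-driven CAGA-GFP reporter expression in HEPG2 cells is measured by cellular GFP fluorescence after 18 h stimulation with 500 pg/mL recombinant TGF-beta in 1% FBS medium at 37 degrees C.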
* hit, by the source's call; [ ] = remark or other dose. % is scaled to controls: 0 for no effect and ±100 for the full control effect; potency is read from the fitted curve at half-maximal effect. A portion of the library (hit frequency here may not be typical).

Results for O=C(Cc1ccc(OCc2ccccc2)cc1)NO ?
TGFb SMAD3 inh: 8.7%

What do the screens show for `O=C(C[N+]12CCCc3cccc(c31)CCC2)c1ccc(Cl)c2ccccc12`?
TGFb SMAD3 inh: 6.4%

What do the screens show for `S=Cc1nc2ccccc2[nH]1`?
TGFb SMAD3 inh: -1.0%

What do the screens show for `Cc1ccnc2ccc(I)cc12`?
TGFb SMAD3 inh: -1.4%

What do the screens show for `OC(CBr)C[n+]1cc(Br)cc2ccccc21` (stereo unspecified)?
TGFb SMAD3 inh: -1.9%

What do the screens show for `CC(Oc1ccccc1)C(=O)N[C@@H]1C(=O)N2C(C(=O)O)C(C)(C)S[C@H]12` (stereo partly specified)?
TGFb SMAD3 inh: 10.0%

What do the screens show for `COc1cc(S(=O)(=O)O)c(C)cc1N=Nc1c(O)ccc2cc(S(=O)(=O)O)ccc12`?
TGFb SMAD3 inh: -10.6%

Results for COc1ccc(OC)c(NS(=O)(=O)c2ccccc2)c1 ?
TGFb SMAD3 inh: 25.6%

Results for CN(C)c1ccc(/C=C2\C=Cc3ccccc32)cc1 ?
TGFb SMAD3 inh: -5.4%

Results for CN(C)c1ccc(C(=C2C=CC(=[N+](C)C)C=C2)c2ccc(N(C)C)cc2)cc1 ?
TGFb SMAD3 inh: inconclusive

What do the screens show for `Cc1ccc2c(/C=C/c3ccc(N(C)C)cc3)ccnc2c1C`?
TGFb SMAD3 inh: inconclusive

Results for O=C(C[n+]1cccc(Br)c1)c1ccc(I)cc1 ?
TGFb SMAD3 inh: -0.6%

How did Cc1sc2ccccc2[n+]1CC(=O)c1ccc(F)cc1 do in these assays?
TGFb SMAD3 inh: 1.4%

What do the screens show for `COc1cc(/C=C/c2nc3ccccc3nc2/C=C/c2cc(OC)c(OC)c(OC)c2)cc(OC)c1OC`?
TGFb SMAD3 inh: 3.2%

How did Cc1ccc(C)c2c(C)ccnc12 do in these assays?
TGFb SMAD3 inh: -0.8%

Results for Cc1ccc2oc(-c3ccc(C)c(NC(=O)COc4ccccc4C)c3)nc2c1 ?
TGFb SMAD3 inh: 8.5%

How did O=C(Nc1ccc(OC(F)F)cc1)c1nc(SCc2ccccc2F)ncc1Cl do in these assays?
TGFb SMAD3 inh: -1.1%

Results for CN(C)c1ccc(C2C=Cc3ccccc32)c2ccccc12 (stereo unspecified) ?
TGFb SMAD3 inh: -1.4%

How did C=CCN1[C@@H](C(C)C)COCCS1(=O)=O do in these assays?
TGFb SMAD3 inh: 5.5%

What do the screens show for `c1coc(CNc2nc(NCc3ccco3)c3ccccc3n2)c1`?
TGFb SMAD3 inh: 0.708µM*

How did Cc1ccc(NC(=O)COC(=O)c2ccccc2OCC(=O)Nc2ccc(Br)cc2)c(C)c1 do in these assays?
TGFb SMAD3 inh: 6.9%

Results for C/C(=C1/C=Nc2ccccc21)c1ccc(N(C)C)cc1 ?
TGFb SMAD3 inh: inconclusive

Results for Cc1cc(=O)[nH]c2nc(N)ccc12 ?
TGFb SMAD3 inh: -5.6%

How did COc1cc2c(NC3CCN(C)CC3)nc(N3CCCN(C)CC3)nc2cc1OCCCCN(C)C do in these assays?
TGFb SMAD3 inh: inconclusive

How did COc1cc2c(NC3CCN(C(C)C)CC3)nc(N3CCCN(C)CC3)nc2cc1OCCCN1CCCC1 do in these assays?
TGFb SMAD3 inh: inconclusive

Results for Cc1cc(/C=C/c2nc3ccccc3s2)ccc1N(C)C ?
TGFb SMAD3 inh: inconclusive

How did CCN(CC)c1ccc(/C=C/c2sc3ccccc3[n+]2CCCCI)cc1 do in these assays?
TGFb SMAD3 inh: 12.6µM*

What do the screens show for `CCc1ccc(C(=O)C[N+]2(C)CCOCC2)cc1`?
TGFb SMAD3 inh: 14.6%

Results for Oc1cc2cc(-c3csc(-c4ccc(F)cc4)n3)ccc2[nH]1 ?
TGFb SMAD3 inh: -16.0%

What do the screens show for `CN(C)c1ccc(/C=C/c2c3ccccc3nc3ccccc23)cc1`?
TGFb SMAD3 inh: -19.8%

Results for CN(C)c1ccc(/C=C/c2ncnc3ccccc23)cc1 ?
TGFb SMAD3 inh: 248.7%[activator]

Results for O=C1C[C@H]2C=CCc3cccc(c32)CN1Cc1ccccc1 ?
TGFb SMAD3 inh: inconclusive

Results for CCOc1ccc(NC(=O)c2nc(SCc3ccccc3F)ncc2Cl)cc1 ?
TGFb SMAD3 inh: 6.2%

What do the screens show for `CCCCOc1ccc(CC(=O)N(C)O)cc1`?
TGFb SMAD3 inh: 16.5%

How did CNc1c(Br)cc(/C=C2\C=C(C(O)c3cc(Br)c(NC)c(Br)c3)c3ccccc32)cc1Br (stereo unspecified) do in these assays?
TGFb SMAD3 inh: -6.4%

How did Cc1ccccc1N=C1Nc2ccccc2N[C@]12C[C@H]1CCCC(=O)N3CC[C@@H](C2)[C@@H]13 do in these assays?
TGFb SMAD3 inh: 8.1%

Results for COc1ccc(/C=C2\C=Cc3ccccc32)cc1 ?
TGFb SMAD3 inh: -3.4%

Results for COc1cc2c(cc1OC)C(c1oc(-c3ccc(-c4cc(Cl)ccc4Cl)o3)cc1C)=NCC2 ?
TGFb SMAD3 inh: 4.4%

What do the screens show for `CS(=O)(=O)c1ccc(/C=C2\C=Cc3ccccc32)cc1`?
TGFb SMAD3 inh: -17.8%

How did CN(C)c1ccc(N=Nc2ccnc3ccccc23)cc1 do in these assays?
TGFb SMAD3 inh: 7.7%

An excerpt from above in order of number of heavy atoms, low to high:
How did C=CCN1[C@@H](C(C)C)COCCS1(=O)=O do in these assays?
TGFb SMAD3 inh: 5.5%

What do the screens show for `OC(CBr)C[n+]1cc(Br)cc2ccccc21` (stereo unspecified)?
TGFb SMAD3 inh: -1.9%

Results for COc1ccc(/C=C2\C=Cc3ccccc32)cc1 ?
TGFb SMAD3 inh: -3.4%

What do the screens show for `COc1cc(/C=C/c2nc3ccccc3nc2/C=C/c2cc(OC)c(OC)c(OC)c2)cc(OC)c1OC`?
TGFb SMAD3 inh: 3.2%

The listing continues:
What do the screens show for `COc1cc(/C=C/c2ccnc3ccccc23)ccc1N(C)C`?
TGFb SMAD3 inh: 20.2%

What do the screens show for `Cc1ccnc2c([N+](=O)[O-])cccc12`?
TGFb SMAD3 inh: 16.7%

Results for c1cc2c(cc1Cc1cncc(Cc3ccc4c(c3)OCO4)c1)OCO2 ?
TGFb SMAD3 inh: 21.8%

Results for COc1cc(N(C)C)c(OC)cc1C=O ?
TGFb SMAD3 inh: -8.2%

Results for CC1(C)Nc2cccc3c(N=Nc4ccc(N=Nc5ccccc5)c5ccccc45)ccc(c23)N1 ?
TGFb SMAD3 inh: -3.7%

What do the screens show for `Nc1ccc(/C=C2\C=Cc3ccccc32)cc1`?
TGFb SMAD3 inh: -8.4%

Results for COc1ccc(/C=C2\C=Cc3ccccc32)cc1OC ?
TGFb SMAD3 inh: -17.2%

How did CN(N=O)c1ccc2c(c1)Cc1ccccc1-2 do in these assays?
TGFb SMAD3 inh: -22.4%

How did Cc1c(CCO)sc[n+]1CC(=O)c1ccc(F)cc1 do in these assays?
TGFb SMAD3 inh: inconclusive

What do the screens show for `COc1ccc(NC(=O)[C@@H]2CC=C[C@@H]3CCN(C4CC4)C(=O)[C@@H]32)cc1`?
TGFb SMAD3 inh: 22.5%

How did C(=C\c1ccnc2ccccc12)/c1ccc(-[n+]2cc[n+](-c3ccc(/C=C/c4ccnc5ccccc45)cc3)cc2)cc1 do in these assays?
TGFb SMAD3 inh: inconclusive

How did O=C(C[N+]12CN3CN(CN(C3)C1)C2)c1ccc(-c2ccccc2)cc1 do in these assays?
TGFb SMAD3 inh: 1.4%

Results for Brc1ccc(C=C2C=c3ccccc3=C2)cc1 ?
TGFb SMAD3 inh: -24.0%

How did C(=C\c1ccnc2ccccc12)/c1ccc2ccccc2n1 do in these assays?
TGFb SMAD3 inh: inconclusive

How did CN(c1ccc(/C=C/c2ccccc2)cc1)P1(=O)NCCCO1 (stereo unspecified) do in these assays?
TGFb SMAD3 inh: 1.1%

Results for C(=Nc1ccc2ccccc2n1)c1ccccn1 ?
TGFb SMAD3 inh: 3.9%

How did C[S+](C)CC(=O)c1ccc2ccccc2c1 do in these assays?
TGFb SMAD3 inh: 24.1%

What do the screens show for `CCOC(=O)N1CCN(/[N+]([O-])=N/Oc2ccc(C(F)(F)F)cc2[N+](=O)[O-])CC1`?
TGFb SMAD3 inh: -21.6%

What do the screens show for `C[N+](C)(C)c1ccc(/C=C2\C=Cc3ccccc32)cc1`?
TGFb SMAD3 inh: 11.4%

What do the screens show for `Cc1cnc2c(C)cccc2c1C`?
TGFb SMAD3 inh: -7.0%

Fetched one by one from the list above:
How did C(=C\c1ccnc2ccccc12)/c1ccc(-[n+]2cc[n+](-c3ccc(/C=C/c4ccnc5ccccc45)cc3)cc2)cc1 do in these assays?
TGFb SMAD3 inh: inconclusive

What do the screens show for `COc1ccc(NC(=O)[C@@H]2CC=C[C@@H]3CCN(C4CC4)C(=O)[C@@H]32)cc1`?
TGFb SMAD3 inh: 22.5%

How did Cc1c(CCO)sc[n+]1CC(=O)c1ccc(F)cc1 do in these assays?
TGFb SMAD3 inh: inconclusive

What do the screens show for `Cc1cnc2c(C)cccc2c1C`?
TGFb SMAD3 inh: -7.0%

(continued)
How did CCc1cccc2c(C(O)c3c[nH]c4ccccc34)c[nH]c12 (stereo unspecified) do in these assays?
TGFb SMAD3 inh: inconclusive

Results for Cc1[nH]c2ccccc2c1C(=O)C(C)Sc1nc2ccccc2c(=O)n1Cc1cccnc1 (stereo unspecified) ?
TGFb SMAD3 inh: 9.3%

Results for CN(C)c1ccc(/C=C/c2cc(N(C)C)nc3ccccc23)cc1 ?
TGFb SMAD3 inh: inconclusive

Results for CN(C)c1ccc(/C=C2\C=Cc3ccccc32)c(Cl)c1 ?
TGFb SMAD3 inh: -13.3%

What do the screens show for `CC1=CC(=C(c2ccc(N)cc2)c2ccc(N)cc2)C=CC1=N`?
TGFb SMAD3 inh: inconclusive

What do the screens show for `CC#CCOC(=O)c1c(C)nc2sc3c(c2c1N)CC[C@@H](O)C3`?
TGFb SMAD3 inh: -8.6%

How did O=C(O)/C=C/c1ccc2c(c1)S(=O)(=O)N(C1CCCC1)[C@H]2CC(=O)O do in these assays?
TGFb SMAD3 inh: 27.8%

How did COc1ccc(F)c(Cn2cnc3c(cnn3C(C)(C)C)c2=O)c1Cl do in these assays?
TGFb SMAD3 inh: 2.8%

How did O=C(C[n+]1ccccc1Br)c1ccc(-c2ccccc2)cc1 do in these assays?
TGFb SMAD3 inh: inconclusive

What do the screens show for `Cc1cc2ccccc2c[n+]1CC(=O)c1ccc(F)cc1`?
TGFb SMAD3 inh: -18.2%

How did CC(C)(C)n1ncc2c(=O)n(Cc3cccc(OC(F)F)c3)cnc21 do in these assays?
TGFb SMAD3 inh: -25.9%

What do the screens show for `C=CCN(CC=C)c1ccc(/C=C/c2ccnc3ccccc23)cc1`?
TGFb SMAD3 inh: inconclusive

What do the screens show for `Cc1cc(/C=C2\C=Cc3ccccc32)cc(C)c1[N+](=O)[O-]`?
TGFb SMAD3 inh: -9.9%

Results for Cc1ccc2nccc(/C=C/c3ccc(N(C)C)cc3)c2c1 ?
TGFb SMAD3 inh: 1.4%

Results for CC(C)(C)n1ncc2c(=O)n(Cc3ccc(Cl)cc3F)cnc21 ?
TGFb SMAD3 inh: inconclusive

Results for ICC[n+]1csc2ccccc21 ?
TGFb SMAD3 inh: 16.6%

What do the screens show for `CN1CCN(/[N+]([O-])=N/Oc2ccc([N+](=O)[O-])cc2[N+](=O)[O-])CC1`?
TGFb SMAD3 inh: inconclusive

What do the screens show for `CC(C)(C)n1ncc2c(=O)n(Cc3ccc(Cl)c(SC(F)(F)F)c3)cnc21`?
TGFb SMAD3 inh: 1.4%

Results for CC(Oc1ccccc1)C(=O)N[C@@H]1C(=O)N2C(C(=O)OCC3CCCCC3)C(C)(C)S[C@H]12 (stereo partly specified) ?
TGFb SMAD3 inh: inconclusive

How did O=C(C[n+]1csc2ccccc21)c1cccc([N+](=O)[O-])c1 do in these assays?
TGFb SMAD3 inh: -27.9%

How did COC(=O)C1=C(C(=O)OC)[C@@H]2N(Cc3ccccc3)c3ccccc3[C@@]23C[C@@H](C(=O)OC)N(S(=O)(=O)c2ccc(C(F)(F)F)cc2)C3=N1 do in these assays?
TGFb SMAD3 inh: 15.0%

How did CN(C)c1ccc(/C=C/c2ccnc3c(Cl)cccc23)cc1 do in these assays?
TGFb SMAD3 inh: 48.7%[activator]

How did O=C1CCC[C@@H]2CC(Nc3ccccc3)C[C@@H]3CCN1[C@H]23 (stereo partly specified) do in these assays?
TGFb SMAD3 inh: -15.3%

How did COc1ccc2c(c1)c(CC(=O)O)c(C)n2Cc1ccc(Cl)cc1 do in these assays?
TGFb SMAD3 inh: 9.4%

What do the screens show for `O=C(C[n+]1ccccc1)c1ccc(O)c(O)c1`?
TGFb SMAD3 inh: -1.5%

How did Cc1nc([N+](=O)[O-])cn1CC(O)c1ccc2c(c1)OCCCO2 (stereo unspecified) do in these assays?
TGFb SMAD3 inh: -10.3%

What do the screens show for `Cc1ccc(SC[C@H](C)CN2CC[C@H](O)CCC2=O)cc1`?
TGFb SMAD3 inh: -2.9%

What do the screens show for `C(=C\c1ccnc2ccccc12)/c1ccc(N2CCN(c3ccc(/C=C/c4ccnc5ccccc45)cc3)CC2)cc1`?
TGFb SMAD3 inh: -3.9%

What do the screens show for `O=C(Nc1cc(C(=O)Nc2ccc(S(=O)(=O)O)cc2S(=O)(=O)O)cc(C(=O)Nc2ccc(S(=O)(=O)O)cc2S(=O)(=O)O)c1)Nc1cc(C(=O)Nc2ccc(S(=O)(=O)O)cc2S(=O)(=O)O)cc(C(=O)Nc2ccc(S(=O)(=O)O)cc2S(=O)(=O)O)c1`?
TGFb SMAD3 inh: -6.3%

What do the screens show for `CCN1CCN(c2ccc(/C=C/c3ccnc4ccccc34)cc2)CC1`?
TGFb SMAD3 inh: -1.7%

How did COc1cc(OC)c(/C=C/c2nc3ccccc3o2)c(OC)c1 do in these assays?
TGFb SMAD3 inh: -7.9%
